Bioassay records from PubChem.
NSD2 block: inhibitors of human NSD2, primary screen, biochemical, plate reader, single point; Histone-lysine N-methyltransferase NSD2 (Homo sapiens), O96028; NSD2-SET H3K36me1 DELFIA fluorescence; inhibition, % at 12.5 µM; 44,000 tested, 0.07% active; AID 624260, 2012; in the data active = inhibition above about 54%, passing the limit was not always enough;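 note: inhibitors reduce the monomethyl H3K36 fluorescence signal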
Target sequence (O96028 whole entry, looked up): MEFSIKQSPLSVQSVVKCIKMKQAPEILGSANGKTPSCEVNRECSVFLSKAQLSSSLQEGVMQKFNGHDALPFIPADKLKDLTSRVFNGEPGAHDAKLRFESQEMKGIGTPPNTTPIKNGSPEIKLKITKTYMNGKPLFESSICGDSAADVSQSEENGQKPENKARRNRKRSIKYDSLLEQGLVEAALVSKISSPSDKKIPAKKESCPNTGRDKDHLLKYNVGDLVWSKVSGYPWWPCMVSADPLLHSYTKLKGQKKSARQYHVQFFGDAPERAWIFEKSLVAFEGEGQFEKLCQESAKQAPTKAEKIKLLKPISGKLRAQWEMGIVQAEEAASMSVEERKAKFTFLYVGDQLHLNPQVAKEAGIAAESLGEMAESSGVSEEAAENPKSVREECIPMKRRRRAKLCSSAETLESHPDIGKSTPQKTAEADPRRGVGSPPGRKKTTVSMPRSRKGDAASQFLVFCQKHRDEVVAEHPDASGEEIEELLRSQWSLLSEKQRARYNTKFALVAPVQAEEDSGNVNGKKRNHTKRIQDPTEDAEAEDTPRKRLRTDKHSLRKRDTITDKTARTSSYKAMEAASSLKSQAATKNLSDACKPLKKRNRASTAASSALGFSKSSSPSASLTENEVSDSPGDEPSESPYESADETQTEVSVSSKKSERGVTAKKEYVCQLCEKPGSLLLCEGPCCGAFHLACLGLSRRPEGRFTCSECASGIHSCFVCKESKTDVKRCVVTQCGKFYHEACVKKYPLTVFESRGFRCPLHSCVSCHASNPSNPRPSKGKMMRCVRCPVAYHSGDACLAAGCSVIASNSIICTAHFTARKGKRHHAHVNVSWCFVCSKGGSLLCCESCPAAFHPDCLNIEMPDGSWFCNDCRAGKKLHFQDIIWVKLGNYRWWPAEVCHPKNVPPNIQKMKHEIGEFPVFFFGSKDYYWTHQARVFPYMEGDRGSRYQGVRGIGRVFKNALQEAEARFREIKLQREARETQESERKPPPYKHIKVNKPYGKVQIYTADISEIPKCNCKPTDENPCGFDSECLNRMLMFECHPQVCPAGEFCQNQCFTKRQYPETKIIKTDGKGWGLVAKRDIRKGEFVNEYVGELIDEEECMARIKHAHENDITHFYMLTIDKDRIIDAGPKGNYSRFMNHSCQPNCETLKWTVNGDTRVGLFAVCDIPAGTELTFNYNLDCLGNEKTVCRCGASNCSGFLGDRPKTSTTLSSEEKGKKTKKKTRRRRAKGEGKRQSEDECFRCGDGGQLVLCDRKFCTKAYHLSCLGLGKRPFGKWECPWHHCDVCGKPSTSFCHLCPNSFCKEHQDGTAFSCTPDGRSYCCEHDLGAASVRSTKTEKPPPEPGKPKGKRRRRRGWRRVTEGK
* marks the source's active call; other numbers are inactive results. This is a subset; the hit share may differ from the screen's.

SMILES	NSD2 block
C[C@H]1CN([C@@H](C)CO)C(=O)c2cc(-c3cccnc3)cnc2O[C@@H]1CN(C)C(=O)Nc1ccc(C(F)(F)F)cc1	-5
C=CC(C)(O)CC(/C=C(\C)CC(/C=C(\C)CCC=C(C)C)OC(C)=O)OC(C)=O (stereo not drawn)	1
C[C@@H]1CN([C@@H](C)CO)C(=O)c2cc(C#Cc3ccccc3F)cnc2O[C@@H]1CN(C)S(C)(=O)=O	-4
NS(=O)(=O)c1cc(Cl)c(Cl)c(S(N)(=O)=O)c1	2
C[C@@H]1CN([C@@H](C)CO)C(=O)c2c(c3ccccc3n2C)-c2ccccc2CO[C@@H]1CN(C)C(=O)NC1CCCCC1	4
C[C@H]1CN([C@@H](C)CO)C(=O)c2cccc(NS(=O)(=O)c3ccc(F)cc3)c2O[C@@H]1CN(C)Cc1ccc(-c2ccccc2)cc1	1
CCC(=O)N(C)C[C@@H]1Oc2cc(-c3cccc(C#N)c3)ccc2S(=O)(=O)N([C@@H](C)CO)C[C@@H]1C	6
COc1ccc(NC(=O)Nc2cccc3c2O[C@@H](CN(C)C(=O)Nc2ccc(F)cc2)[C@@H](C)CN([C@H](C)CO)C3=O)cc1	-4
COCC#Cc1cnc2c(c1)C(=O)N([C@H](C)CO)C[C@H](C)[C@H](CN(C)Cc1ccccc1F)O2	8
Cc1ccc(S(=O)(=O)Nc2cccc3c2O[C@@H](CN(C)C(=O)Nc2cccc4ccccc24)[C@H](C)CN([C@@H](C)CO)C3=O)cc1	2
C[C@@H]1CN([C@@H](C)CO)S(=O)(=O)c2ccc(-c3ccncc3)cc2O[C@H]1CN(C)C(=O)c1cccc(F)c1	4
C[C@@H]1CCCCO[C@H](CN(C)C(=O)CCC(F)(F)F)[C@H](C)CN([C@@H](C)CO)C(=O)c2cc(NC(=O)Cc3ccccc3)ccc2O1	0
CC1(C)C[C@H](O)C[C@@]2(C)[C@H]1[C@H](O)C=C1COC(=O)[C@@]12O	-1
C[C@H](CO)N1C[C@H](C)[C@H](CN(C)C(=O)Nc2cccc3ccccc23)Oc2ncc(C#Cc3ccc(C(F)(F)F)cc3)cc2C1=O	-10
CN(C)C(=O)C[C@H]1C[C@H]2c3cc(NC(=O)c4cccnc4)ccc3O[C@H]2[C@H](CO)O1	-1
Cc1noc(C)c1S(=O)(=O)Nc1ccc2c(c1)C(=O)N([C@H](C)CO)C[C@H](C)[C@H](CN(C)CC1CC1)O2	2
C[C@H](CO)N1C[C@H](C)[C@@H](CN(C)C(=O)Nc2ccc(F)cc2)Oc2c(NS(=O)(=O)c3ccc(Cl)cc3)cccc2C1=O	-7
COC(=O)C[C@@H]1CC[C@@H](NS(=O)(=O)c2ccc(OC)cc2)[C@H](CO)O1	4
C[C@H](CO)N1C[C@H](C)[C@@H](CN(C)C(=O)NC2CCCCC2)Oc2c(NC(=O)Nc3ccc(F)cc3)cccc2C1=O	-1
CCC(=O)N(C)C[C@@H]1Oc2cc(-c3ccccc3OC)ccc2S(=O)(=O)N([C@H](C)CO)C[C@H]1C	-2
Cc1ccc(S(=O)(=O)N(C)C[C@H]2Oc3ccc(NC(=O)CCCCCC(=O)Nc4ccccc4N)cc3C(=O)N([C@H](C)CO)C[C@H]2C)cc1	-5
C[C@H](O)C#Cc1cnc2c(c1)C(=O)N([C@@H](C)CO)C[C@H](C)[C@H](CN(C)CC1CCCCC1)O2	9
C[C@@H]1CN([C@H](C)CO)C(=O)c2cc(-c3ccc(C#N)cc3)cnc2O[C@H]1CN(C)Cc1ccncc1	2
C[C@H](CO)N1C[C@H](C)[C@@H](CN(C)S(C)(=O)=O)Oc2ccc(NC(=O)CCC(F)(F)F)cc2C1=O	0
C[C@H](CO)N1C[C@H](C)[C@@H](CN(C)Cc2ccncc2)Oc2ncc(Br)cc2C1=O	-1
C[C@@H]1CCCCO[C@H](CN(C)C(=O)NC2CCCCC2)[C@H](C)CN([C@@H](C)CO)C(=O)c2cc(NS(=O)(=O)c3cccs3)ccc2O1	-3
C[C@@H]1CN([C@@H](C)CO)C(=O)Cc2cc(NC(=O)Cn3cnnn3)ccc2O[C@H]1CN(C)S(=O)(=O)c1ccc(Cl)cc1	-11
C[C@H]1CN([C@@H](C)CO)C(=O)Cc2cc(NC(=O)Cc3cn(C)c4ccccc34)ccc2O[C@H]1CN(C)C(=O)Nc1ccccc1	2
C[C@@H]1CN([C@H](C)CO)C(=O)Cc2cc(NS(=O)(=O)c3ccc(F)cc3)ccc2O[C@H]1CN(C)C	4
C[C@@H]1CN([C@H](C)CO)C(=O)c2cc(NS(=O)(=O)c3ccc(Cl)cc3)ccc2O[C@@H](C)CCCCO[C@H]1CN(C)S(=O)(=O)c1ccccc1	-5
CCCNC(=O)N(C)C[C@H]1Oc2ncc(-c3ccncc3)cc2C(=O)N([C@@H](C)CO)C[C@@H]1C	0
COCC#Cc1ccc2c(c1)O[C@@H](CN(C)Cc1cncnc1)[C@H](C)CN([C@@H](C)CO)S2(=O)=O	0
C[C@H]1CN([C@@H](C)CO)C(=O)Cc2cc(NC(=O)C3CCCCC3)ccc2O[C@@H]1CN(C)C(=O)Nc1ccc2c(c1)OCO2	-2
O=C(CCCCC(=O)N/N=C/c1ccc(-n2ccnc2)cc1)NO	-6
CCC(=O)N(C)C[C@H]1Oc2cc(-c3cccc(OC)c3)ccc2S(=O)(=O)N([C@H](C)CO)C[C@H]1C	5
Cc1noc(C)c1NC(=O)Nc1cccc2c1O[C@@H](CN(C)Cc1ccccc1)[C@H](C)CN([C@@H](C)CO)C2=O	-5
CC(=O)N(C)c1ccc(OCC(O)Cn2c3ccc(Cl)cc3c3cc(Cl)ccc32)cc1 (stereo not drawn)	2
C[C@H](CO)N1C[C@H](C)[C@H](CN(C)Cc2ccc(O)cc2)OCc2cn(nn2)CCCC1=O	2
C[C@@H]1CN([C@@H](C)CO)C(=O)c2cc(C#CCN(C)C)cnc2O[C@H]1CN(C)C(=O)c1cccc(F)c1	3
C[C@H]1CN([C@@H](C)CO)C(=O)c2cc(C#CC(C)(C)O)cnc2O[C@H]1CN(C)Cc1cncnc1	-11
Cc1ccc(S(=O)(=O)Nc2ccc3c(c2)C(=O)N([C@H](C)CO)C[C@H](C)[C@@H](CN(C)Cc2ccncc2)O3)cc1	0
CC(C)NC(=O)Nc1ccc2c(c1)C(=O)N([C@H](C)CO)C[C@H](C)[C@H](CN(C)S(=O)(=O)c1ccc(F)cc1)O2	7
C[C@@H]1CN([C@@H](C)CO)S(=O)(=O)c2ccc(-c3ccc(F)cc3)cc2O[C@H]1CN(C)C(=O)C1CC1	-6
C[C@@H]1CCCCO[C@@H](CN(C)S(C)(=O)=O)[C@H](C)CN([C@@H](C)CO)C(=O)c2cc(NC(=O)CCC(F)(F)F)ccc2O1	-13
C[C@H](CO)N1C[C@H](C)[C@@H](CN(C)S(=O)(=O)c2cn(C)cn2)Oc2c(NS(=O)(=O)c3ccccc3)cccc2C1=O	2
C[C@@H]1CN([C@H](C)CO)C(=O)Cc2cc(NC(=O)Nc3ccccc3)ccc2O[C@@H]1CN(C)Cc1ccc(C(=O)O)cc1	1
COc1ccc(S(=O)(=O)Nc2ccc3c(c2)C(=O)N([C@H](C)CO)C[C@H](C)[C@H](CN(C)C)OCCCC[C@@H](C)O3)cc1	1
C[C@@H]1CN([C@@H](C)CO)C(=O)Cc2cc(NC(=O)Cc3ccccc3)ccc2O[C@H]1CN(C)C(=O)Nc1ccc(C(F)(F)F)cc1	-4

An excerpt from above in order of molar mass, high to low:
SMILES	NSD2 block
Cc1ccc(S(=O)(=O)N(C)C[C@H]2Oc3ccc(NC(=O)CCCCCC(=O)Nc4ccccc4N)cc3C(=O)N([C@H](C)CO)C[C@H]2C)cc1	-5
C[C@H]1CN([C@@H](C)CO)C(=O)c2cccc(NS(=O)(=O)c3ccc(F)cc3)c2O[C@@H]1CN(C)Cc1ccc(-c2ccccc2)cc1	1
COc1ccc(NC(=O)Nc2cccc3c2O[C@@H](CN(C)C(=O)Nc2ccc(F)cc2)[C@@H](C)CN([C@H](C)CO)C3=O)cc1	-4
C[C@H](CO)N1C[C@H](C)[C@@H](CN(C)S(=O)(=O)c2cn(C)cn2)Oc2c(NS(=O)(=O)c3ccccc3)cccc2C1=O	2
C[C@@H]1CN([C@H](C)CO)C(=O)Cc2cc(NC(=O)Nc3ccccc3)ccc2O[C@@H]1CN(C)Cc1ccc(C(=O)O)cc1	1
C[C@@H]1CN([C@@H](C)CO)C(=O)c2c(c3ccccc3n2C)-c2ccccc2CO[C@@H]1CN(C)C(=O)NC1CCCCC1	4
C[C@H]1CN([C@@H](C)CO)C(=O)c2cc(-c3cccnc3)cnc2O[C@@H]1CN(C)C(=O)Nc1ccc(C(F)(F)F)cc1	-5
Cc1noc(C)c1NC(=O)Nc1cccc2c1O[C@@H](CN(C)Cc1ccccc1)[C@H](C)CN([C@@H](C)CO)C2=O	-5
C[C@@H]1CN([C@@H](C)CO)S(=O)(=O)c2ccc(-c3ccncc3)cc2O[C@H]1CN(C)C(=O)c1cccc(F)c1	4
CCC(=O)N(C)C[C@H]1Oc2cc(-c3cccc(OC)c3)ccc2S(=O)(=O)N([C@H](C)CO)C[C@H]1C	5
COC(=O)C[C@@H]1CC[C@@H](NS(=O)(=O)c2ccc(OC)cc2)[C@H](CO)O1	4
NS(=O)(=O)c1cc(Cl)c(Cl)c(S(N)(=O)=O)c1	2

Following part:
SMILES	NSD2 block
COc1ccc(CN(C)C[C@H]2OCCCC[C@@H](C)Oc3ccc(NS(C)(=O)=O)cc3C(=O)N([C@H](C)CO)C[C@H]2C)cc1	-1
C[C@H]1CN([C@@H](C)CO)C(=O)c2cc(C#CC3(O)CCCC3)cnc2O[C@@H]1CN(C)C(=O)Cc1cccnc1	0
C[C@@H]1CN([C@H](C)CO)C(=O)c2cc(NC(=O)CCCN(C)C)ccc2O[C@@H]1CN(C)Cc1ccc(C(=O)O)cc1	2
C[C@@H]1CCCCO[C@H](CN(C)S(=O)(=O)c2cccs2)[C@@H](C)CN([C@H](C)CO)C(=O)c2cc(NS(C)(=O)=O)ccc2O1	14
CCCC1CCC(C(=O)NC(C(=O)O)C(C)C)CC1 (stereo not drawn)	16
COc1ccc(S(=O)(=O)N(C)C[C@@H]2Oc3ccc(NC(=O)Nc4ccc(C(F)(F)F)cc4)cc3C(=O)N([C@H](C)CO)C[C@@H]2C)cc1	-8
C=C(C)[C@H]1C[C@@]2(C)C(=CC1=O)CC[C@@H](O)[C@@H]2C	3
Cc1ccc(S(=O)(=O)N(C)C[C@H]2Oc3ccc(NC(=O)Nc4ccc(C(F)(F)F)cc4)cc3C(=O)N([C@H](C)CO)C[C@@H]2C)cc1	-5
COc1cccc(CN2CCc3[nH]c(=S)[nH]c(=O)c3C2)c1	8
C[C@@H](NC(=O)C[C@@H]1C[C@H]2c3cc(NC(=O)CN(C)C)ccc3O[C@H]2[C@H](CO)O1)c1ccccc1	-7
CC(C)NC(=O)N(C)C[C@H]1Oc2ccc(NS(C)(=O)=O)cc2C(=O)N([C@H](C)CO)C[C@H]1C	4
CC(C)CC#Cc1ccc2c(c1)O[C@H](CN(C)C)[C@@H](C)CN([C@H](C)CO)S2(=O)=O	2
COc1ccc(CN(C)C[C@H]2OCCCC[C@H](C)Oc3ccc(NS(=O)(=O)c4cccs4)cc3C(=O)N([C@@H](C)CO)C[C@@H]2C)cc1	-3
C[C@H]1CN([C@@H](C)CO)S(=O)(=O)c2ccc(-c3cccc(C#N)c3)cc2O[C@@H]1CN(C)C	2
Cc1ccc(S(=O)(=O)N(C)C[C@H]2OCCCC[C@H](C)Oc3ccc(NS(=O)(=O)c4cn(C)cn4)cc3C(=O)N([C@H](C)CO)C[C@@H]2C)cc1	9
Cc1noc(C)c1NC(=O)N(C)C[C@H]1Oc2c(cccc2N(C)C)C(=O)N([C@@H](C)CO)C[C@H]1C	2
C[C@@H]1CN([C@@H](C)CO)C(=O)c2cc(NC(=O)Nc3ccc(F)cc3)ccc2O[C@H]1CN(C)S(=O)(=O)c1ccccc1	-2
O=C(NO)c1ccc(C(=O)N/N=C/c2ccc3c(c2)CCO3)cc1	-4
O=C(/C=C/c1ccccc1)O[C@@H]1O[C@H](CO)[C@@H](O)[C@H](O)[C@H]1O	0
CCCC#Cc1cnc2c(c1)C(=O)N([C@@H](C)CO)C[C@@H](C)[C@H](CN(C)S(=O)(=O)c1cn(C)cn1)O2	0
COc1ccc(S(=O)(=O)Nc2ccc3c(c2)C(=O)N([C@@H](C)CO)C[C@H](C)[C@@H](CN(C)S(=O)(=O)c2c(C)noc2C)OCCCC[C@@H](C)O3)cc1	-5
COc1ccc(NC(=O)Nc2ccc3c(c2)C(=O)N([C@H](C)CO)C[C@@H](C)[C@@H](CN(C)Cc2ccc(C(=O)Nc4ccccc4N)cc2)O3)cc1	-6
COc1cc2c(cc1O)C(C1CC1)N(Cc1cc3c(cc1Br)OCO3)CC2 (stereo not drawn)	-1
CCCNC(=O)N(C)C[C@H]1Oc2cc(C#CCN(C)C)ccc2S(=O)(=O)N([C@H](C)CO)C[C@H]1C	0
COc1c(O)cc2occ(-c3ccccc3O)c(=O)c2c1O	21
C[C@@H]1CN([C@H](C)CO)S(=O)(=O)c2ccc(-c3cncnc3)cc2O[C@H]1CN(C)Cc1ccncc1	1
O=C(C[C@H]1C[C@@H]2c3cc(NC(=O)c4ccc5c(c4)OCO5)ccc3O[C@@H]2[C@@H](CO)O1)NCCc1ccccc1	2
COc1ccc(NC(=O)Nc2ccc3c(c2)C(=O)N([C@H](C)CO)C[C@H](C)[C@H](CN(C)CC2CC2)OCCCC[C@H](C)O3)cc1	6
C/C=C/c1ccc2c(c1)O[C@@H](CN(C)C)[C@@H](C)CN([C@@H](C)CO)S2(=O)=O	3
C[C@@H]1CN([C@@H](C)CO)C(=O)c2cc(NC(=O)Nc3ccc(C(F)(F)F)cc3)ccc2O[C@@H](C)CCCCO[C@@H]1CN(C)CC1CCCCC1	5
C[C@H](CO)N1C[C@H](C)[C@@H](CN(C)Cc2ccc(-c3ccccc3)cc2)Oc2c(NS(=O)(=O)c3cccs3)cccc2C1=O	6
Cc1cc(C(=O)Nc2cccc3c2O[C@@H](CN(C)S(=O)(=O)c2cccs2)[C@@H](C)CN([C@@H](C)CO)C3=O)n(C)n1	-50
C[C@@H]1CCCCO[C@@H](CN(C)C(=O)CCCN(C)C)[C@@H](C)CN([C@H](C)CO)C(=O)c2cc(NC(=O)CCC(F)(F)F)ccc2O1	-2
